Screening results (PubChem BioAssay)
SENP6 block = blocks the human protease SENP6. Q9GZR1. Recombinant SENP6 catalytic domain, aminoluciferin luminescence. inhibition, % at 10 µM. hit rate 1.8% among 330,000. AID 2599;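 active = inhibition above about 50% at the single tested dose, limit read from the data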;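 note: plate controls were DMSO wells with enzyme for no effect and DMSO wells lacking enzyme for full effect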
Target sequence (Q9GZR1 628-1112 limits assumed): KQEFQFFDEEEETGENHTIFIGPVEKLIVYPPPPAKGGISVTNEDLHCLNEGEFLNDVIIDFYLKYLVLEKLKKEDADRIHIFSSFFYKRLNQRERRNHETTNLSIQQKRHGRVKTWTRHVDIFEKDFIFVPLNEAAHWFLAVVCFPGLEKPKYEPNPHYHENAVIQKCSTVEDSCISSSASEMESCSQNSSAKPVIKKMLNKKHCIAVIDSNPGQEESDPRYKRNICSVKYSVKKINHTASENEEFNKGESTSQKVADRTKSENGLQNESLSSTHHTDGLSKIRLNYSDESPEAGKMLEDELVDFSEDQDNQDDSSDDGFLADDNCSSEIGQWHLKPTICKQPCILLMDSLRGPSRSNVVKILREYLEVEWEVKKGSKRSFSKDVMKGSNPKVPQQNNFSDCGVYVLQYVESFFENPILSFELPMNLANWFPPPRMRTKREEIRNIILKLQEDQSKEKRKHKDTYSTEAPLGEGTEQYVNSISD
UBC13 inh = blocks human UBC13 polyubiquitin chain formation. P61088. TR-FRET. inhibition, % at 20 µM. hit rate 0.47% among 330,000; in the data active = inhibition above about 45%, passing the limit was not always enough
Target sequence (P61088 whole entry, looked up): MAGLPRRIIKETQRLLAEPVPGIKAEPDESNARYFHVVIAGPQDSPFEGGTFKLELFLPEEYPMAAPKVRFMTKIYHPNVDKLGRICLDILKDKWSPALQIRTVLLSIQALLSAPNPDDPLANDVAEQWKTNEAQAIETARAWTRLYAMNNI
SENP8 block-1 = inhibitors of human SENP8 protease; inhibition, % at 20 µM; Q96LD8; hit rate 0.64% among 360,000; AID 602440; recombinant SENP8, Nedd8 substrate fluorescence; in the data active = inhibition mostly above about 40%, no sharp cut-off; inactive = mostly below about 27%
Target sequence (Q96LD8 whole entry, looked up): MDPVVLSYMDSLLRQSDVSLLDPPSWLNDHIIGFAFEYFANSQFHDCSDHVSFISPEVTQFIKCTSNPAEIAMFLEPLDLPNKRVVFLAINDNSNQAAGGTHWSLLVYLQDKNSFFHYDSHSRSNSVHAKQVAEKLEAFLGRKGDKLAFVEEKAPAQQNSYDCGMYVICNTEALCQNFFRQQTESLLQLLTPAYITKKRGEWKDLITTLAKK
SENP7 block = inhibitors of human SENP7 protease | AID 434973 | inhibition, % at 5 µM | recombinant SENP7, Z-RLRGG-aminoluciferin luminescence, 40 min | hit rate 1.5% among 330,000;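 active = inhibition above about 50% at the single test dose, limit read from the data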;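 note: plate controls were DMSO with enzyme for no effect and no enzyme buffer wells for full effect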
beta cell repl = inducers of beta-cell replication in MIN6 cells; MIN6 cells proliferation, ATPlite luminescence, 48 h; cells starved in 0.2% serum; 100% = growth in 10% serum; proliferation, % at 10 µM; AID 2380; hit rate 0.29% among 330,000;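 active = compounds whose signal lies at least 3.5 SD above the mean of all wells on their plate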;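 note: 0% = DMSO-treated cells in low-serum medium and 100% = 10% serum control; some compounds called inactive have numbers as strong as hits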
PfGluPho inh = PfG6PD (Plasmodium falciparum) enzyme inhibition; AID 504690; PfGluPho enzyme, NADPH resazurin-diaphorase fluorescence; hit rate 0.78% among 350,000; inhibition, % at 20 µM;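 active = inhibition reaching at least a set limit at 20 µM in the primary screen, cut at about 59% in these data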;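 note: 0% = DMSO wells with substrate and 100% = DMSO wells lacking glucose-6-phosphate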
HKDC1 inh = blocks human hexokinase HKDC1 activity; Q2TB90; recombinant HKDC1, G6PDH/diaphorase resazurin coupled fluorescence; inhibition, % at 20 µM; hit rate 0.16% among 340,000; AID 493160;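 active = inhibition above about 35% when tested at 20 µM, limit read from the data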;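 note: plate controls were DMSO wells with enzyme for no effect and DMSO wells lacking enzyme for full effect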
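Test system: Recombinant HKDC1 (HK5) hexokinase enzyme, produced in-house | Input: HKDC1 at 5 µg/mL | Buffer or medium: Tris pH 8.0 buffer with MgCl2, Tween-20, BSA, BME | Schedule: 90 min reaction incubation at room temperature, dark | Technique: Resazurin-to-resorufin fluorescence via G6PDH and diaphorase coupling, 525/613 nm | Controls: DMSO wells with and without enzyme mix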
SENP8 block-2 = blocks the human protease SENP8; Q96LD8; purified SENP8, Z-RLRGG-aminoluciferin cleavage, luminescence; inhibition, % at 10 µM; hit rate 1.2% among 330,000; AID 2540; in the data active = inhibition above about 50%
SENP1 FRET inh = inhibitors of human SENP1 SUMO protease catalytic domain; Q9P0U3; recombinant SENP1 catalytic domain, CyPet-SUMO1-YPet FRET cleavage; inhibition, % at 10 µM; hit rate 0.21% among 360,000; AID 624204;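 active = inhibition at least 30% at 10 µM, raw YFP signal under a set limit, fluorescence ratio 0.5 to 1.5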;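 note: 0% = enzyme with DMSO and 100% = no enzyme wells; some results filed as inactive read as strong as hits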
Target sequence (Q9P0U3 419-644 limits assumed): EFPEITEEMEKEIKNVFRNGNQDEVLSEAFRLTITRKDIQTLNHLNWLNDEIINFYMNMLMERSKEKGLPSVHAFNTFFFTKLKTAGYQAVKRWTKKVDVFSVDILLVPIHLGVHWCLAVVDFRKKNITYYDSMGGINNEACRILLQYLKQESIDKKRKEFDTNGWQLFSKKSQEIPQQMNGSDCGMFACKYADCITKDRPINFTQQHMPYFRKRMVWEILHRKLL
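material = recombinant human SENP1 catalytic domain, His6-tagged | quantity = 20 pM enzyme | reagent = 25 nM SUMO1 FRET substrate | compound dosing = 10 µM single point, 0.5% DMSO | timing = 50 min enzyme reaction, room temperature, light-protected | detection = FRET, CFP and YFP emission | control set = no-enzyme low, enzyme-DMSO high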
Active calls of the source: *; . = not tested or not shown.

SMILES	SENP6 block	UBC13 inh	SENP8 block-1	SENP7 block	beta cell repl	PfGluPho inh	HKDC1 inh	SENP8 block-2	SENP1 FRET inh
CNC(=O)c1ccc(OCc2ccccc2)c(OC)c1	-6	-3	16	5	-2	-7	-4	1	0
CC(C)CNC(=O)CN1C(=O)NC(Cc2c[nH]c3ccccc23)C1=O (stereo not drawn)	-15	2	8	3	1	-1	-2	-6	-1
Cc1noc(NC(=O)c2ccc(Cl)cc2)c1Cl	0	-1	5	3	-1	-4	7	-3	1
O=C(O)C1CCC1C(=O)Nc1nc(-c2ccc(Cl)s2)cs1 (stereo not drawn)	-3	0	10	2	-3	-20	0	9	0
CCOc1ncccc1C(=O)Nc1ccc(S(=O)(=O)Nc2nc(C)cc(C)n2)cc1	-19	-12	-2	-11	9	45	-5	-14	2
C/C(N)=C(/C#N)C(=O)CSc1cc(C)c2cc(C)cc(C)c2n1	0	10	4	-3	-5	-3	4	11	1
COCCSc1nnc(NC(=O)C2CCCO2)s1 (stereo not drawn)	4	-6	10	7	0	-3	-13	8	-3
C/C(=N\NC(=O)CSc1nc2ccccc2c(=O)n1-c1ccccc1C)c1cccs1	7	-3	12	-4	-3	6	-16	-2	2
Nc1cc(S(=O)(=O)N2CCOCC2)ccc1Oc1ccc(F)cc1	0	7	1	-5	-2	-13	1	-5	3
Cc1c(C#N)c2ccccc2n1CC(=O)NCc1cccnc1	-22	-2	-21	-4	0	1	-5	-13	-42
Cn1cccc1/C=C1\SC(=O)N(CC(=O)Nc2ccc(F)cc2)C1=O	-4	-4	9	-4	-4	-4	-9	4	-33
COc1ccc(S(=O)(=O)N(C)CC(=O)Nc2ccccc2OC)cc1	-5	6	13	-6	0	4	14	-7	2
O=C1C=C(NCc2ccc(Cl)cc2)CC(c2ccco2)C1 (stereo not drawn)	-8	0	-1	-1	3	9	3	-9	-6
COc1cccc(CC2CC(=O)N(c3ccc4c(C)cc(=O)oc4c3)C2=O)c1 (stereo not drawn)	17	4	-20	6	-2	-9	1	2	1
O=C(Nc1ccc(Cl)cc1)Nc1nnc(Cc2ccc([N+](=O)[O-])cc2)s1	11	-27	4	-6	-1	-7	-6	-17	2
CCCCC1=CC2=CC(=O)C(C)(OC(=O)CC)C(=O)C2=CN1CCc1c[nH]c2ccccc12 (stereo not drawn)	16	-22	-167	7	-2	45	20	10	-67
CCOC(=O)N1CCC(N2Cc3cccc(C(=O)Nc4ccc(N(CC)CC)cc4C)c3C2=O)CC1	16	-5	20	0	-5	35	1	10	7
Cc1oc(-c2cccs2)nc1CN1CCN(C2CCCC2)C(CCO)C1 (stereo not drawn)	-8	-9	-18	-13	-2	1	-4	-12	0
COc1ccc(S(=O)(=O)NC(CC(=O)NCc2ccccc2OC)c2ccco2)cc1 (stereo not drawn)	1	11	12	4	-2	3	-6	4	4
COc1ccc(C2=CCC3CCCCN3C2)cc1OC (stereo not drawn)	-7	4	18	15	-2	-6	3	3	-1
O=C(COC(=O)CNC(=O)c1ccco1)Nc1ccc(F)cc1	0	-8	4	11	-4	-14	-6	4	2
CCOC(=O)c1c(NC(=O)CN2C(=O)c3ccccc3C2=O)sc(Cc2ccc3c(c2)OCO3)c1C	-8	-26	4	-3	0	6	-3	3	0
COc1cccc(-c2ccc(C#N)c(OC(=O)c3ccc(Cl)cc3)n2)c1	-2	4	-418	-4	-1	-3	-6	-11	2
Cc1ccc(C(=O)Nc2cccc3cccnc23)cc1Br	4	1	4	55*	0	35	1	-5	-2
CC1Cc2ccccc2N1C(=O)CSc1nnc2sc3ccccc3n12 (stereo not drawn)	11	-3	7	-6	3	6	2	2	0
CSCCC1NC(=O)C(C(C)=NNC(N)=O)=C1O (stereo not drawn)	.	.	8	.	.	0	-2	.	3
COCCNC(=O)c1ccc(NC(=O)C2(c3ccccc3)CCCC2)cc1	5	0	13	11	1	1	-3	1	1
CC1=CC(c2ccccc2)NC(=S)N1 (stereo not drawn)	-8	-1	11	13	-2	46	-9	-5	-1
COc1ccc(-c2[nH]ncc2CN(C)Cc2c(C)n[nH]c2C)c(OC)c1	-17	-8	-9	-6	-3	-11	0	-11	0
COc1ccc(-c2cn(-c3ccc(C)cc3)c(=O)n2CC(=O)Nc2ccc(OC)cc2OC)cc1	4	2	4	-1	-3	-3	3	-9	-18

Reprinted from the listing for reference:
SMILES	SENP6 block	UBC13 inh	SENP8 block-1	SENP7 block	beta cell repl	PfGluPho inh	HKDC1 inh	SENP8 block-2	SENP1 FRET inh
CC1Cc2ccccc2N1C(=O)CSc1nnc2sc3ccccc3n12 (stereo not drawn)	11	-3	7	-6	3	6	2	2	0
CSCCC1NC(=O)C(C(C)=NNC(N)=O)=C1O (stereo not drawn)	.	.	8	.	.	0	-2	.	3
COCCNC(=O)c1ccc(NC(=O)C2(c3ccccc3)CCCC2)cc1	5	0	13	11	1	1	-3	1	1
CC1=CC(c2ccccc2)NC(=S)N1 (stereo not drawn)	-8	-1	11	13	-2	46	-9	-5	-1
COc1ccc(-c2[nH]ncc2CN(C)Cc2c(C)n[nH]c2C)c(OC)c1	-17	-8	-9	-6	-3	-11	0	-11	0
COc1ccc(-c2cn(-c3ccc(C)cc3)c(=O)n2CC(=O)Nc2ccc(OC)cc2OC)cc1	4	2	4	-1	-3	-3	3	-9	-18

The list continues:
SMILES	SENP6 block	UBC13 inh	SENP8 block-1	SENP7 block	beta cell repl	PfGluPho inh	HKDC1 inh	SENP8 block-2	SENP1 FRET inh
CC1=Nn2c(nnc2-c2cccs2)SC1	-26	-4	15	-9	2	-16	-6	-9	2
CCc1ccc(OCC(O)CN2CCCC2)cc1 (stereo not drawn)	10	0	6	1	-3	1	0	3	-1
COc1cc2[nH]c(=S)nc(NCc3cccs3)c2cc1OC	-6	6	-28	0	0	32	-8	-7	-45
O=C(COC(=O)c1ccc(S(=O)(=O)N2CCCC2)cc1)Nc1cccnc1Cl	6	9	4	0	-3	-15	0	-3	2
CCOc1ccc(Oc2ccc(C(F)(F)F)cc2N)cc1	-17	14	5	4	-3	17	12	-2	2
CC1CCC/C(=N\NC(=O)Nc2ccccc2)C1 (stereo not drawn)	7	-12	6	-6	1	9	-11	-9	-1
COc1ccc(NC(=O)C(NC(=O)Cc2cccs2)c2ccccc2)cc1 (stereo not drawn)	3	5	28	4	1	-3	-14	3	4
COc1ccc(C)cc1S(=O)(=O)Nc1cccc(-c2ccc(N3CCCCCC3)nn2)c1	13	-5	-4	8	-6	-11	-3	-10	-5
CC(=O)Nc1ccc(OC(=O)c2cc3cc(Br)ccc3oc2=O)cc1	-8	2	-14	-6	0	-27	13	-4	11
CC1(C(=O)NC2CCCCC2)CCC(=O)N1Cc1cccnc1 (stereo not drawn)	-10	-3	9	-3	-3	-10	-2	0	1
COCc1nnc(NC(=O)CCC2CCCCC2)s1	-5	23	17	7	-2	10	-11	0	-1
CC(=O)/C=C(\C)Nc1c(C)n(C)n(-c2ccccc2)c1=O	5	2	3	4	-2	-6	-7	3	0
O=C(Oc1nsnc1N1CCOCC1)N1CCCCC1	-6	-10	10	-10	0	-10	-12	-5	1
COc1ccccc1OCCCC(=O)Nc1ccc2c(c1)OCCO2	-2	1	2	1	-1	10	9	5	1
CCOC(=O)N1CCN(c2nc3ccc(C(=O)c4ccccc4)cc3n3cnnc23)CC1	6	13	-57	3	-2	27	2	8	-1

Arranged by number of heavy atoms (highest first): 3 of the compounds above
SMILES	SENP6 block	UBC13 inh	SENP8 block-1	SENP7 block	beta cell repl	PfGluPho inh	HKDC1 inh	SENP8 block-2	SENP1 FRET inh
COc1cc2[nH]c(=S)nc(NCc3cccs3)c2cc1OC	-6	6	-28	0	0	32	-8	-7	-45
CCOc1ccc(Oc2ccc(C(F)(F)F)cc2N)cc1	-17	14	5	4	-3	17	12	-2	2
CCc1ccc(OCC(O)CN2CCCC2)cc1 (stereo not drawn)	10	0	6	1	-3	1	0	3	-1

Going on with the list:
SMILES	SENP6 block	UBC13 inh	SENP8 block-1	SENP7 block	beta cell repl	PfGluPho inh	HKDC1 inh	SENP8 block-2	SENP1 FRET inh
Cc1ccc(C)c(-c2nnc(NC(=O)COc3ccccc3)o2)c1	-14	-3	5	3	-2	-9	1	6	1
Cc1ccc(S(=O)(=O)NCCc2ccncc2)cc1	18	3	26	2	5	-1	-9	7	0
CCc1nnc(NC(=O)COC(=O)c2cc(OC)cc(OC)c2)s1	-11	-2	-5	4	0	-5	-1	-7	2
Cc1ccc(C)c(-n2c(-c3csc(C)c3C)n[nH]c2=S)c1	-2	3	4	6	0	34	-6	-3	1
CCN(CC(=O)N1CCCCC1)S(=O)(=O)c1ccccc1	-5	-6	6	2	3	3	-4	-2	-1
Cc1ccc(S(=O)(=O)N2CCCCC2CCNC(=O)C(=O)NCCc2ccco2)cc1 (stereo not drawn)	2	-2	11	-3	-5	21	-2	-5	-2
Cc1cc(OCc2cccc(Cl)c2)c(C)cc1CN1CCOCC1	5	-1	16	12	-3	-10	3	-4	0
COc1ccc(C(C(=O)NC2CCCCC2)N(CC2CCCO2)C(=O)CNC(=O)c2ccco2)cc1 (stereo not drawn)	-2	0	7	5	0	14	-7	2	0
Cc1c(CCC(=O)NCCCN2CCCC2=O)c(=O)oc2cc(O)ccc12	-8	19	-202	11	-2	2	-7	-10	-111
Cc1cccc2c(=O)c(C(=O)NCCCN3CCOCC3)c[nH]c12	2	1	0	0	-2	-8	-11	2	2
Cc1ccc(Nc2nc(-c3c(C)nc4ncccn34)cs2)cc1	-2	2	-19	7	-5	41	-1	-4	8
CCC1CCCCN1C(=S)Nc1ccc(SC(F)F)cc1 (stereo not drawn)	2	1	11	4	0	36	-6	3	0
CC(C)=N/N=C1/NC(=O)C(CC(=O)Nc2cc(Cl)ccc2C)S1 (stereo not drawn)	-10	-1	12	0	-1	-17	7	-8	1
COc1ccc(OC)c(/C=C/C(=O)OCC(=O)Nc2cccc(Oc3ccccc3)c2)c1	-14	0	-458	-6	-1	17	3	-15	-52
O=C(O)c1ccccc1NS(=O)(=O)c1ccc(NN=Cc2cccc(Cl)c2)c([N+](=O)[O-])c1	0	-47	5	-3	-6	-3	1	0	4
COc1ccc(NC(=O)c2sc(Cl)nc2-c2ccccc2)cc1	-16	1	8	-4	0	2	-8	-9	3
CCOC(=O)c1csc(-c2ccc([N+](=O)[O-])cc2)n1	-7	5	25	-3	-3	5	-4	-8	0
c1ccc(Nc2nc(Nc3ccccc3)nc(N3CCNCC3)n2)cc1	2	21	14	-2	-5	-3	-5	4	0
COc1ccc(NC(=S)NNC(=O)Cn2nc([N+](=O)[O-])cc2C)cc1	-18	2	8	6	0	-20	12	-9	2
C=CCNc1nc(C(=O)OCC(=O)c2ccc(OC)cc2OC)cs1	-6	0	-20	-1	11	8	0	4	1
OC(COc1ccc(-c2ccccc2)cc1)CN1CCOCC1 (stereo not drawn)	-7	7	.	2	-3	.	.	-2	.
O=C1OC(CCl)CN1Cc1ccc([N+](=O)[O-])cc1 (stereo not drawn)	-7	4	14	-8	2	-5	-6	1	2
COc1ccc(-c2cccc(NC(=O)c3ccco3)c2)nn1	-2	-2	-3	6	-1	6	-4	1	-1
Cc1ccc(C)c(N(CC(=O)N2CCCCCC2)S(C)(=O)=O)c1	-12	-1	19	2	-4	-10	0	-8	1
CCc1nnc(NS(=O)(=O)c2ccc(N)cc2)s1	-6	-19	4	-3	1	15	-1	-6	3
CC(=O)COc1cc(C)cc2oc(=O)cc(-c3ccccc3)c12	-4	6	-14	-2	3	-20	11	-1	2

Hits appear at their usual frequency, and some 4% of all compounds hit somewhere here.
